# Source: PubChem BioAssay (National Center for Advancing Translational Sciences (NCATS))
# ELG1 repair inh: blocks ELG1-dependent DNA repair in HEK293T cells. HEK293T ELG1-luciferase reporter, luminescence, 16 h; DNA damage induced by 5-fluorouridine. Potency, µM (highest dose often 46.1 µM), for the others: at the top dose activity change, negative = inhibition, actives largely listed as inhibitors. actives 2.3% (n = 330,000). AID 504467; also: potency is read from the fitted curve at half-maximal effect; % is scaled to controls: 0 for no effect and ±100 for the full control effect; nearly all actives have a fitted effect of over 55% in size
#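 HEK293T cells expressing luciferase-tagged ELG1 (2,000/well) received 5-Fluorouridine plus compound or DMSO for 16 hr at 37 °C. Luciferase was read by ONE-Glo luminescence after 30 min at room temperature.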
# Eya2 inh: inhibitors of human Eya2 phosphatase activity. recombinant Eya2, OMFP fluorescence dephosphorylation (OMFP is methylfluorescein phosphate). Potency, µM (top dose mostly 76.9 µM), for the others: top-dose activity, negative = inhibition, usual class: inhibitors. actives 0.006% (n = 330,000). AID 488837; also: potency is read from the fitted curve at half-maximal effect; % is scaled to controls: 0 for no effect and ±100 for the full control effect
#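 Eya2 (0.2 uM) preincubated 10 min at ambient with compound, then OMFP substrate added at 50 uM; 10 min reaction in 50 mM HEPES pH 7.5, 50 mM NaCl, 5 uM MgCl2, 0.05% BSA, 1 mM DTT. Fluorescence read at Ex 485/Em 525 nm.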
# uPA surface inh: blocks generation of uPA at the cell surface. cell surface uPA generation assay, qHTS. Potency, µM (highest dose often 38.3 µM), inactives show at the top dose activity change, negative = inhibition, actives largely listed as inhibitors. actives 0.31% (n = 330,000); active = well fitted inhibition curve with a large enough effect; inconclusive = small, poorly fitted or top-dose-only effect; inactive = no such curve, though single readings can be large or run the other way; tested in mouse RAW 264.7 cells; also: potency is read from the fitted curve at half-maximal effect; % is scaled to controls: 0 for no effect and ±100 for the full control effect; nearly all actives have a fitted effect of over 55% in size
# Tb PFK block: T. brucei PFK enzyme inhibition. O15648. Potency, µM (top dose mostly 57.5 µM), for inactives: at the top dose activity, negative = inhibition, usual class: inhibitors. T. brucei PFK, ADP-Glo luminescence. actives 0.17% (n = 330,000);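 also: potency is read from the fitted curve at half-maximal effect; 0% = uninhibited 1x PFK enzyme wells and -100% = no-enzyme wells; nearly all actives have a fitted effect of over 60% in size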
#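 Compounds were pin-transferred as a titration series up to 57 uM into substrate buffer (0.5 mM F6P, 0.1 mM ATP, pH 8.0), then 1.25 nM PFK was added and reactions ran 45 min before ADP-Glo detection.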
# TCR activator: activates T cell receptor signaling | 330,000 tested, under 10 active | Potency, µM (highest dose often 9.22 µM), without a hit: at the top dose activation of IL-2 secretion, hits mostly activators | AID 504894 | primary human leukocytes, anti-CD3, IL-2 HTRF, 48 h; also: % of control where 0% means no effect
#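 Compounds are tested in HTS on primary human leukocytes co-incubated with a-CD3 beads for 48 hr. IL-2 output is measured by time-resolved FRET.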
# PTAP TSG101 blk: blocks PTAP/TSG101 interaction to inhibit HIV-1 budding. Fluorescence polarization, FITC-PTAP peptide / Tsg101 binding. Potency, µM (highest dose often 115 µM), for inactives: at the highest dose activity change, negative = inhibition, actives largely listed as inhibitors. 340,000 tested, under 10 active. AID 493005; active = well fitted inhibition curve with a large enough effect in the main read-out, with a control signal flat, not every such curve was filed as active; inconclusive = small, poorly fitted or top-dose-only effect, or effect the other way, or a change in a side signal; inactive = no such curve, though single readings can be large or run the other way; also: potency is read from the fitted curve at half-maximal effect; % of control where 0% means no effect
# Target sequence (Q99816 whole entry, looked up): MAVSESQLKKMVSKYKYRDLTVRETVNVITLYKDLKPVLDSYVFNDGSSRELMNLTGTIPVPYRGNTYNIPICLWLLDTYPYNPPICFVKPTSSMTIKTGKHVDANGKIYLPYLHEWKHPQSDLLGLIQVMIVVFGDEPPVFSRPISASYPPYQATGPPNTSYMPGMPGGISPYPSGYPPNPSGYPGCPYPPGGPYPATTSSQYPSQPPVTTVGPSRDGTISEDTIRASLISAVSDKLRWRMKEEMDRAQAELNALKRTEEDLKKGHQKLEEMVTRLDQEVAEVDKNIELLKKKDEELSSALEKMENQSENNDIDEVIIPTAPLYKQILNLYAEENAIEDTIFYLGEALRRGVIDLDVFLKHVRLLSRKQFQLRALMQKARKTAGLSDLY
#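 Fluorescence anisotropy tracks displacement of a FITC-tagged PTAP peptide (50 nM) from the Tsg101 binding domain (10 uM), following a 20 min room-temperature incubation at pH 7.5.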
# Mito fusion yeast: inhibitors of mitochondrial division or activators of mitochondrial fusion. AID 485298. S. cerevisiae fusion-defective mutant growth rescue, CellTiterGlo 48 h. actives 0.23% (n = 320,000). Potency, µM (doses to about 46.1 µM), for inactives: at the top dose growth rescue (activation), actives largely listed as activators;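 also: potency is read from the fitted curve at half-maximal effect; % of control where 0% means no effect; nearly all actives have a fitted effect of over 45% in size; temperature-sensitive fusion mutants such as fzo1-1 at 37 °C on non-fermentable ethanol glycerol medium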
#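 Yeast fusion mutant, YPEG (non-fermentable carbon), compound, 48 h at 37C non-permissive; CellTiterGlo added, 10 min RT, luminescence read. Rescued growth = division inhibition.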
# TSHR antagonist: blocks TSH signaling through the human TSH receptor. P16473. activity change, negative = inhibition, % at 11.5 µM. actives 0.2% (n = 330,000). TSHR-expressing cells, TSH-stimulated cAMP HTRF, 2 h; active compounds read low;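 active = activity change below a set negative limit, meaning inhibition stronger than a set level, cut at about -70% in these data; inconclusive = activity change between two set negative limits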; also: % is scaled to controls: 0 for no effect and ±100 for the full control effect
#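 Freshly harvested TSHR cells receive pin-tooled compound, then EC80 TSH at 4nM final. After 2 hours at 37 deg C, antibody in lysis buffer and cAMP-d2 are added; 30 minutes at ambient temperature precede the HTRF read.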
# USP2a block: blocks human ubiquitin-specific protease USP2a. O75604. USP2 core, Ub-CHOP2 coupled fluorogenic reporter, 485/531. Potency, µM (titrated, usually from 38.3 µM), for inactives: at the top dose activity change, negative = inhibition, hits mostly inhibitors. actives 0.01% (n = 330,000);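 also: potency is read from the fitted curve at half-maximal effect; plate controls were DMSO wells for no effect and full inhibition by NEM control for full effect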
# Target sequence (O75604 whole entry, looked up): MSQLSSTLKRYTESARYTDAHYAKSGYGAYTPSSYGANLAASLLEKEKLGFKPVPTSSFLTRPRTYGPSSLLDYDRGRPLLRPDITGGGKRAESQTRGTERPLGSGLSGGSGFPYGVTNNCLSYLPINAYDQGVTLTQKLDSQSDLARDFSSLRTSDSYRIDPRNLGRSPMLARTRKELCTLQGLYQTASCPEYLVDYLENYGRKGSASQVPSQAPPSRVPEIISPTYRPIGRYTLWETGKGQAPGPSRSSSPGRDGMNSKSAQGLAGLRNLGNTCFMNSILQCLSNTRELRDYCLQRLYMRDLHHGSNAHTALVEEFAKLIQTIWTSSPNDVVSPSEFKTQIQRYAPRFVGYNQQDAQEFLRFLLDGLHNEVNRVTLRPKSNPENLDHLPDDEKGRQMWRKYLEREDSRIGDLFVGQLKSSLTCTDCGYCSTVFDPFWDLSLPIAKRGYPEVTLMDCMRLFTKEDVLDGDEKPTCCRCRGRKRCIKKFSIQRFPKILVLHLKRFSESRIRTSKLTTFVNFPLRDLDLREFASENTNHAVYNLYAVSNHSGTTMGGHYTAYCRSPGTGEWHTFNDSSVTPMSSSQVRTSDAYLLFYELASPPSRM
#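 Deubiquitinase activity read as fluorescence (485/531 nm) after Ub-CHOP2 cleavage activates the enterokinase reporter on its substrate; USP2 core 10nM, Ub-CHOP2 and substrate 25nM each, 30min compound preincubation then 60min RT; data normalized to NEM, curves fitted.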
# Chronic BCR inh: inhibitors of chronic active B-cell receptor signaling; actives 0.05% (n = 340,000); Potency, µM (top dose mostly 46.1 µM), without a hit: top-dose ratio change, negative = lower green/red ratio, most hits filed as inhibitors; ABC-DLBCL IkBa-CBG/CBR reporter, luminescence ratio, 4 h; active = well fitted inhibition curve with a large enough effect in the signal ratio, with a control signal flat, not every such curve was filed as active; inconclusive = small, poorly fitted or top-dose-only effect, or effect the other way, or a change in a side signal; the % refers to the signal ratio;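 also: potency is read from the fitted curve at half-maximal effect; plate controls were basal doxycycline-induced cells for no effect and cells given 10 µM MG132 for full effect; MG132 reads +100%, hits lower the ratio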
#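 Compounds up to 46 uM were incubated four hours with TMD8 cells whose green CBG68 luciferase is fused to IkappaBalpha; red CBR luminescence normalised the signal, and concentration-effect curves were fitted to fusion, red and ratio data.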
# B2AR arrestin: beta2AR (human) beta-arrestin recruitment activity | P07550 | actives 0.02% (n = 330,000) | Potency, µM (titrated, usually from 46.1 µM), inactives show at the highest dose activation, actives largely listed as activators | beta-arrestin recruitment to beta2AR, cell-based reporter;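 also: potency is read from the fitted curve at half-maximal effect; 0% = DMSO controls and full agonism = EC100 isoproterenol or metaproterenol; nearly all actives have a fitted effect of over 65% in size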
# Active calls of the source: *; ? = inconclusive; . = no result given; [ ] = remark or other dose. Unless noted, calls follow the shape of the dose curve; as a rule, active = well fitted curve in the direction sought with a large enough effect; inconclusive = small, poorly fitted or top-dose-only effect, or another doubt; inactive = no such curve, though single readings can be large; an effect the other way counts as inactive or inconclusive. Hits appear at their usual frequency; 3% or so of the library scored in one or more.
1. CC(C)C(NC(=O)c1c(F)cccc1F)C(=O)N1CCN(c2ncccn2)CC1 (configuration not stated)
2. Cc1cc(C)cc(NC(=O)Oc2ccccc2N2CCCCC2)c1
3. Cc1oc(-c2ccc(Cl)cc2)nc1CS(=O)CC(=O)NC1CC1 (configuration not stated)
4. COC(=O)c1ccc(C23CC4(C2)[C@H](CN(C)[C@@H]4c2ccccc2)C3c2ccc(Cl)nc2)cc1 (some centres not stated)
5. COc1ccc(NC(=O)N2CCCC(C(=O)Nc3cccc(C)c3C)C2)cc1 (configuration not stated)
6. Cc1ccc(-c2ccnc3cc(C)nn23)cc1
7. Cc1ccc(NC(=O)c2cccnc2)cc1S(=O)(=O)N1CCOCC1
8. C/C(=C\C(=O)c1ccc(Cl)cc1)NCc1ccc2c(c1)OCO2
9. N=C(c1ccc([N+](=O)[O-])cc1)N1CCCCC1
10. CC(C)NC(=O)c1ccc(Cl)cc1Cl

screen / no.,1,2,3,4,5,6,7,8,9,10
ELG1 repair inh,16%,-2%,3%,-7%,-6%,1%,11%,8%,-4%,?
Eya2 inh,10%,-1%,10%,0%,0%,-7%,-3%,-23%,6%,4%
uPA surface inh,1%,-2%,0%,-29%,5%,-22%,3%,3%,-14%,-4%
Tb PFK block,8%,1%,-2%,-1%,-2%,0%,-3%,3%,0%,-1%
TCR activator,.,0%,-2%,4%,4%,8%,-4%,2%,-2%,10%
PTAP TSG101 blk,-3%,-1%,1%,-11%,-2%,-3%,-5%,1%,0%,-6%
Mito fusion yeast,.,-3%,2%,-60%[inhibitor],-2%,-26%,-6%,-15%,0%,3%
TSHR antagonist,.,-3,17,32,4,-4,-5,-23,5,1
USP2a block,7%,4%,3%,-3%,2%,1%,2%,-5%,0%,2%
Chronic BCR inh,0%,-2%,1%,-2%,3%,0%,?,0%,-1%,11%
B2AR arrestin,0.0%,-0.3%,-0.6%,-0.4%,-0.2%,-1.0%,-0.4%,-0.3%,0.3%,-0.1%

11. Cc1cccc(C(=O)CC(=O)c2cc(Cl)ccc2O)c1
12. O=C(O)c1nccnc1C(=O)Nc1ccccc1-c1ccccc1
13. CC(=O)Nc1ccc(S(=O)(=O)N(C)CC(=O)OCC(=O)Nc2cc(C)on2)cc1
14. CCOC(=O)N/N=C/c1cn(Cc2ccccc2Cl)c2ccccc12
15. CCOc1ccc(C(=O)CCC(=O)NC(C)C(=O)OC)cc1 (configuration not stated)
16. O=C(NCCN1CCOCC1)c1cc2cc([N+](=O)[O-])ccc2s1
17. CCN(C(=O)COc1nc(C)cc(C)c1C#N)c1ccccc1
18. Cc1ccc(/C=C/C(=O)Nc2ccc(Oc3ccccc3)cc2)o1
19. Cc1nc(Nc2ccc3c(c2)OCCO3)c2nnn(Cc3ccccc3Cl)c2n1
20. O=C(COc1cc2oc(=O)c3c(c2cc1Cl)CCC3)NCc1ccccn1

screen / no.,11,12,13,14,15,16,17,18,19,20
ELG1 repair inh,5%,?,-1%,-19%,-16%,-1%,-3%,?,?,-4%
Eya2 inh,5%,17%,13%,-22%,-19%,14%,-3%,-16%,12%,8%
uPA surface inh,-9%,2%,?,-6%,0%,1%,6%,-15%,.,18%
Tb PFK block,-1%,-1%,-9%,0%,-2%,4%,3%,-7%,-5%,1%
TCR activator,.,4%,2%,-1%[46.1 µM],3%,3%,.,5%[46.1 µM],-1%,-1%
PTAP TSG101 blk,-4%,-1%,-5%,-2%,2%,-1%,1%,0%,-1%,1%
Mito fusion yeast,18%,-2%,-2%,6%,-1%,3%,2%,24%,?,-5%
TSHR antagonist,0,32,2,-4,1,4,-5,-45,-28,-8
USP2a block,-2%,-1%,2%,-1%,2%,-4%,-1%,2%,-10%,-2%
Chronic BCR inh,21%,8%,2%,?,9%,-4%,-1%,?,6%,10%
B2AR arrestin,0.0%,-0.8%,0.0%,-1.3%,0.4%,0.1%,-1.1%,0.2%,3.7%,-1.1%

# Some of these compounds in order of the TCR activator value, ascending:
entry | SMILES | Eya2 inh | uPA surface inh | Tb PFK block | TCR activator | PTAP TSG101 blk | Mito fusion yeast | TSHR antagonist | B2AR arrestin
19 | Cc1nc(Nc2ccc3c(c2)OCCO3)c2nnn(Cc3ccccc3Cl)c2n1 | 12% | . | -5% | -1% | -1% | ? | -28 | 3.7%
13 | CC(=O)Nc1ccc(S(=O)(=O)N(C)CC(=O)OCC(=O)Nc2cc(C)on2)cc1 | 13% | ? | -9% | 2% | -5% | -2% | 2 | 0.0%
16 | O=C(NCCN1CCOCC1)c1cc2cc([N+](=O)[O-])ccc2s1 | 14% | 1% | 4% | 3% | -1% | 3% | 4 | 0.1%
12 | O=C(O)c1nccnc1C(=O)Nc1ccccc1-c1ccccc1 | 17% | 2% | -1% | 4% | -1% | -2% | 32 | -0.8%

# (list continues)
21. Cc1cc(C)cc(OCCNC(=O)CCc2ccccc2)c1
22. Cc1ccc(C(=O)COC(=O)C(C)N2C(=O)C3C4C=CC(C4)C3C2=O)cc1 (configuration not stated)
23. CCOC(=O)c1cc(-c2ccccc2)sc1NC(=O)CC
24. Cc1noc(C)c1C(=O)Nc1nnc(CC(C)C)s1
25. COC(=O)c1ccc(/C=C(\C#N)C(=O)NC(C)c2ccccc2)cc1 (configuration not stated)
26. FC(F)(F)c1ccc(CN2C[C@@H]3C(c4ccccc4)C4(c5cccnc5)CC3(C4)[C@H]2c2ccccc2)cc1 (some centres not stated)
27. COc1ccc(CNC(=O)CN(C(=O)Cn2nnc(-c3ccccc3F)n2)c2ccc(C)cc2)cc1
28. O=c1c(-c2nnc(SCc3ccc(Cl)cc3Cl)o2)cccn1Cc1ccccc1
29. O=C(/C=C/NNC(=O)c1ccccc1)c1ccccc1
30. CC(=O)Nc1cccc(NC(=O)c2csc(C)c2)c1

screen / no.,21,22,23,24,25,26,27,28,29,30
ELG1 repair inh,-4%,-1%,-15%,-3%,?,-3%,?,-19%,?,-7%
Eya2 inh,-4%,5%,1%,-8%,4%,1%,-3%,12%,19%,3%
uPA surface inh,-1%,4%,-7%,3%,-9%,10%,4%,2%,-2%,7%
Tb PFK block,0%,0%,0%,-3%,-7%,-3%,8%,-3%,3%,-2%
TCR activator,.,1%[46.1 µM],-3%[46.1 µM],-2%,1%[46.1 µM],-7%,6%,5%,0%,0%
PTAP TSG101 blk,1%,0%,-2%,-2%,-9%,.,-3%,-4%,-3%,-2%
Mito fusion yeast,4%,0%,17%,-2%,-4%,-40%[inhibitor],-8%,6%,-2%,3%
TSHR antagonist,6,-8,14,4,-11,-8,5,9,-7,-3
USP2a block,1%,3%,6%,1%,-4%,0%,0%,2%,-2%,1%
Chronic BCR inh,?,0%,2%,-1%,9%,?,-3%,6%,?,1%
B2AR arrestin,-0.1%,-0.4%,0.0%,0.2%,0.0%,-0.3%,0.2%,-0.5%,4.0%,0.1%

31. CN1C(=O)C(C)(C)c2cc(S(=O)(=O)N3CCN(c4cccc(Cl)c4)CC3)ccc21
32. O=[N+]([O-])c1cccc(S(=O)(=O)NCC2CCCO2)c1 (configuration not stated)
33. COc1ccc(N2C(=O)CC(SCC(=O)O)C2=O)cc1 (configuration not stated)
34. O=S(=O)(Nc1ccc2c(c1)OCCO2)c1ccc2oc3ccccc3c2c1

screen / no.,31,32,33,34
ELG1 repair inh,3%,?,-1%,?
Eya2 inh,-11%,-11%,-6%,6%
uPA surface inh,1%,0%,-3%,-6%
Tb PFK block,-5%,0%,9%,-7%
TCR activator,1%,-3%[46.1 µM],2%[46.1 µM],2%
PTAP TSG101 blk,1%,-4%,-1%,0%
Mito fusion yeast,10%,-4%,-3%,?
TSHR antagonist,3,3,4,-20
USP2a block,-1%,3%,3%,0%
Chronic BCR inh,?,0%,-2%,1%
B2AR arrestin,-0.1%,-0.1%,-0.5%,3.3%
